LGR2 antag: inhibitors of bursicon-induced Drosophila LGR2 receptor cAMP signaling. 380,000 tested, 0.35% active. HEK293 LGR2, CRE-luciferase, bursicon-stimulated, 4 h. inhibition, % at 9.99 µM;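 active means drop in luminescence signal, shown as inhibition above about 50% in the replicate tests, limit read from the data, passing the limit was not always enough; inconclusive means probably only some replicates passing the limit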;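 further: agonist challenge used bursicon conditioned medium at about half maximal strength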
PGC1a acetyl inh: modulators of PGC1a acetylation | U2OS PGC1a acetylation, AlphaScreen anti-acetyl-lysine; with virally co-expressed GCN5 acetyltransferase | inhibition, % at 15.6 µM | 350,000 tested, 0.17% active | AID 651687;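 active means every replicate shows inhibition of at least 40%; inconclusive means mean inhibition at least 40% but some replicate below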;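 further: 0% = neutral control wells and 100% = positive control wells; some results beyond the cut were filed as inactive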
INS-1E GSIS act: primary screen for activators of insulin secretion dependent on glucose, INS-1E cells, GLuc reporter luminescence | activation, % at 16.6 µM | INS-1E GLuc reporter insulin secretion, 2-3 h | AID 743287 | 370,000 tested, 0.61% active;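 active means lowest replicate activation of at least 40%, so every replicate reaches that level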;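 further: 0% = median of neutral control wells and 100% = median of IBMX positive control wells; some compounds called inactive have numbers as strong as hits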
PglD inh: PglD (C. jejuni) enzyme inhibition; purified PglD enzyme, DTNB colorimetric CoA detection; 360,000 tested, 0.098% active; inhibition, % at 12.5 µM; AID 602405; in the data active means inhibition above about 16%, passing the limit was not always enough; inconclusive means no clear call, values can overlap the other calls; further: strong numbers were not always called active
Cneo AK release: causes C. neoformans cell lysis; 360,000 tested, 0.2% active; adenylate kinase release luminescence, 4 h; normalised: neutral wells 0, clomiphene wells 100; lysis activity, % at 15 µM; AID 651654;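 active means mean lysis activity across replicates of at least 80%, whatever share of replicates individually reach that level; inactive means mean lysis activity below 80%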
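Material – log-phase Cryptococcus neoformans yeast cells · Input – 5 × 10^6 yeast cells/mL · Medium – fresh YPD growth medium · Doses – single compound concentration per well · Timing – static 4 h at 37 °C with compound, 1 h detection · Detection – adenylate kinase release luminescence · Read-out – signal increase indicating cell lysis · Control set – Clomiphene as positive lysis control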
C2C12 statin: suppressors of simvastatin-induced myotoxicity in C2C12 myotubes; rescue of ATP level, % at 7.49 µM; 330,000 tested, 0.78% active; AID 602340; ATP luminescence, 48 h; scaled: DMSO 0, geranylgeraniol control 100;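 active means mean ATP rescue above about 67%, or every replicate alone reaching that limit, limit read from the data, passing the limit was not always enough; inconclusive means no clear call, values can overlap the other calls; inactive means mean under the limit and some replicate under it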;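 further: myotubes were challenged with 10 µM simvastatin during compound exposure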
ARNT TACC3 PPI: disrupts binding between human ARNT and TACC3 | Q9Y6A5 | AlphaScreen His-ARNT PAS-B/GST-TACC3 binding, luminescence; TACC3 fragment carries E629A point mutation | inhibition, % at 9.99 µM | 390,000 tested, 0.66% active;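 active means mean inhibition of replicates at least 50% and at least half of replicates each reaching 50%; inconclusive means half or more replicates reach 50% but mean below 50%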;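 further: 0% = complete ARNT plus TACC3 wells and 100% = ARNT alone without TACC3; many hits fall short of the cut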
PAX8 inh HTS: lowers PAX8-driven luciferase in RMG-I cells; RMG-I TPO-luciferase reporter, SteadyGlo, 24 h; 360,000 tested, 1.2% active; inhibition, % at 12.6 µM;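 active means mean replicate inhibition at least 60% with every replicate also reaching 60%; inconclusive means only one of the two criteria is met; inactive means mean below 60% and not all replicates reaching 60%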;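 further: luciferase light reporting Pax8 driven TPO promoter activity; plate controls were median of neutral control wells for no effect and mitoxantrone controls for full effect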
Starred values were filed as active, the others as inactive; ? = inconclusive; . = not tested or not shown.

SMILES	LGR2 antag	PGC1a acetyl inh	INS-1E GSIS act	PglD inh	Cneo AK release	C2C12 statin	ARNT TACC3 PPI	PAX8 inh HTS
Cc1ccc(Sc2ncccc2COC(=O)NC(C)C)cc1	-62.8	-12.4	0.6	-4.5	1.1	-2.0	-17.2	-56.4
Cc1nnc(SC(C)C(=O)Nc2ccc(S(=O)(=O)N3CCCCCC3)cc2)s1 (stereo not given)	.	-16.1	.	4.2	-4.2	-3.8	-2.1	4.8
C[C@H]1CN([C@@H](C)CO)C(=O)c2cc(NS(C)(=O)=O)ccc2O[C@@H]1CN(C)CC1CC1	-1.7	18.7	12.1	-0.6	-0.3	23.1	.	-1.1
COc1ccc([N+](=O)[O-])cc1N(CC(=O)N1CCN(Cc2ccccc2)CC1)S(C)(=O)=O	-6.1	.	-4.7	-4.4	-0.4	-2.8	16.7	19.0
C=CCOC(=O)c1ccc(-n2cnc(C)n2)nc1	13.3	.	5.7	.	.	.	-0.6	18.2
Cc1c(S(=O)(=O)N2CCN(C(=O)c3ccco3)CC2)c(=O)n(C)c(=O)n1C	0.4	-2.2	24.3	-2.0	1.1	9.9	0.0	.
CCOC(=O)c1ccc(N2C(=O)CC(N3CCCC(C)C3)C2=O)cc1 (stereo not given)	4.9	-6.0	-9.4	-0.5	-2.2	20.8	3.8	.
C[C@@H]1CCCCO[C@@H](CN(C)CC2CC2)[C@@H](C)CN([C@H](C)CO)C(=O)c2cc(NC(=O)Nc3ccc(C(F)(F)F)cc3)ccc2O1	-24.6	-2.3	1.5	-1.4	53.1	.	4.3	-1.2
c1cc(SSc2ccncc2)ccn1	11.1	.	-15.0	.	.	.	-4.7	-10.4
C[C@@H]1CCCCO[C@@H](CN(C)S(C)(=O)=O)[C@H](C)CN([C@H](C)CO)C(=O)c2cc(NC(=O)NC3CCCCC3)ccc2O1	-4.1	-6.4	-3.5	-1.8	2.4	-18.4	-6.3	2.3
COc1ccc2cc(C(=O)NCc3ccccc3)c(=O)oc2c1	-17.9	.	2.4	-5.4	0.0	15.8	-3.9	-59.7
C/C(CS(=O)(=O)c1ccc(Cl)cc1)=N/NC(N)=S	7.0	-1.4	-13.2	1.9	-2.1	-15.3	-6.4	5.9
O=C(CSc1nc2c(oc3ccccc32)c(=O)n1CC1CCCO1)NCc1ccc(F)cc1 (stereo not given)	0.0	0.2	8.1	-1.2	0.3	-21.1	-2.5	5.7
O=C1CN(S(=O)(=O)c2cccc(Br)c2)CCN1	5.1	7.9	8.0	.	.	-4.3	.	-4.4
COc1cc(/C=N/O)ccc1Oc1ccc([N+](=O)[O-])cc1[N+](=O)[O-]	-5.9	9.9	11.0	.	.	8.9	-43.8	-0.7
CCN1[C@@H]2Cn3c(ccc(/C=C/c4ccccc4)c3=O)[C@H]1[C@@H](C(=O)NC1Cc3ccccc3C1)[C@@H]2CO	7.9	11.9	-6.8	.	.	.	.	15.3
COC(=O)C1CCN(CC(=O)N(C)c2c(N)n(Cc3ccccc3)c(=O)[nH]c2=O)CC1	17.0	5.5	-2.8	-2.6	-2.2	5.5	.	-1.4
O=C(C[C@H]1CC[C@@H](NC(=O)C2CCC2)[C@H](CO)O1)NCCCN1CCOCC1	1.4	1.4	-10.5	2.2	-1.8	-5.6	7.2	-1.4
C/C(=N\NC(=O)c1c(-c2ccccc2Cl)noc1C)c1cccc(NC(=O)C(C)C)c1	-1.2	0.4	-6.9	1.3	19.7	.	2.1	1.8
O=C(NNc1cc(C(F)(F)F)ccc1Cl)c1ccc(=O)[nH]c1	1.9	.	-10.3	-6.9	-0.6	46.3	-6.4	9.7
CC1Cc2ccccc2N1C(=O)C(C)n1cc(C(F)(F)F)cc(Cl)c1=O (stereo not given)	5.3	0.9	-10.5	-1.3	1.4	-5.0	-3.2	-1.8
COC(=O)CCC(=O)NC(=S)Nc1cc(Cl)ccc1Cl	2.7	5.6	7.9	-0.4	0.3	-34.4	1.6	.
CC(C(=O)NCc1ccccc1)N(Cc1ccccc1Cl)C(=O)c1snc(C(N)=O)c1N (stereo not given)	6.1	-7.9	-1.2	-3.8	-2.1	30.0	.	3.8
COc1ccc(NC(=O)NNC(=O)COc2ccc3cc(Br)ccc3c2)c(OC)c1	12.6	.	15.7	5.0	0.8	-6.8	-3.3	7.2
O=S1(=O)CCN(CCCCc2ccccc2)CC1	-18.1	4.1	.	-3.0	-0.4	-2.4	.	-31.6
O=C(C[C@@H]1C[C@H]2c3cc(NC(=O)Nc4ccc(C(F)(F)F)cc4)ccc3O[C@H]2[C@@H](CO)O1)NCc1ccccn1	-3.5	-1.2	-4.2	-3.9	10.4	-0.6	14.9	3.7
Cc1cccc(C)c1NC(=O)/C(=C/c1ccco1)c1ccccc1	.	-8.5	.	-0.3	4.6	15.6	-3.8	.
CCN(CC)S(=O)(=O)N1CCN(S(=O)(=O)N2CCOCC2)CC1	3.8	-22.2	13.7	.	.	0.7	-7.5	20.7
CCOc1ccc(S(=O)(=O)NN2Cc3ccccc3C2=N)cc1	11.0	.	-0.2	.	.	.	-2.2	12.8
O=C(C1CCOCC1)N1CC(=O)N2[C@H](CO)[C@H](c3ccc(C#CC4CC4)cc3)[C@@H]2C1	9.6	-3.1	-9.0	.	.	.	.	2.6
C[C@H](CO)N1C[C@H](C)[C@@H](CN(C)S(=O)(=O)c2ccc(Cl)cc2)Oc2c(NS(=O)(=O)c3cn(C)cn3)cccc2C1=O	-17.3	7.6	-1.1	0.7	-0.7	-34.2	-35.6	-16.2
O=Cc1cn(CCC(=O)O)nc1-c1cccc(Br)c1	.	9.3	.	9.0	-0.3	11.8	-22.3	0.7
O=C(CCn1c(=O)[nH]c2ccsc2c1=O)NCCc1ccc(Cl)cc1	.	8.0	5.5	0.5	2.9	1.2	-1.7	6.5
COc1ccccc1C(=O)Nc1ccc2c(c1)OCCO2	.	-5.0	.	-0.2	-9.1	9.5	-1.1	.
COc1cc(OC)cc(C(=O)NNC(=O)CCNS(=O)(=O)c2ccc(Br)cc2)c1	7.6	-5.3	-27.1	-0.5	-1.0	0.3	9.7	1.3
O=C(CC1C(=O)NCCN1CC(c1ccccc1)c1ccccc1)NCCc1cn[nH]c1 (stereo not given)	-5.7	.	-12.9	-5.4	2.1	-0.2	2.7	-15.5
C[C@@H]1CN([C@@H](C)CO)C(=O)c2cc(C#Cc3cccnc3)cnc2O[C@@H]1CN(C)Cc1cccnc1	0.0	3.2	-6.3	-1.0	15.5	-1.2	-0.6	.
COc1cccc(S(=O)(=O)N2C[C@@H](O)COC[C@@H]3O[C@H](CC(=O)N4CCCCC4)CC[C@H]32)c1	-5.5	-2.4	5.5	2.1	-3.9	-3.3	-2.3	1.3
O=CN1CCN(C(=O)c2ccccc2Cl)CC1	5.2	-8.6	2.5	3.0	-2.4	.	.	.
C[C@H](CO)N1C[C@H](C)[C@@H](CN(C)C(=O)Nc2ccc(F)cc2)Oc2ncc(C#CC3CC3)cc2C1=O	0.1	?	-4.8	-0.1	0.6	13.8	-13.2	.
CNC(=S)N(CCc1c(C)[nH]c2ccc(C)cc12)Cc1ccco1	6.0	-17.3	.	3.5	-0.9	-1.6	25.5	19.2
C[C@@H]1CN([C@@H](C)CO)C(=O)c2cc(C3=CCCCC3)cnc2O[C@H]1CN(C)C(=O)CN1CCOCC1	-16.8	-1.7	22.2	4.8	0.0	-3.8	-5.5	.
COc1ccccc1-c1cc(C(=O)N2CCN(S(=O)(=O)c3ccc(C)cc3)CC2)[nH]n1	-11.2	-27.1	3.8	12.0	-2.7	-9.0	.	-10.5
COc1ccccc1-c1cnc2c(c1)C(=O)N([C@H](C)CO)C[C@H](C)[C@H](CN(C)CC1CC1)O2	9.0	7.3	-3.5	.	.	27.2	.	.
COc1ccc(/C=N/n2c(=O)[nH]c3c([nH]c4ccc(Br)cc43)c2=O)cc1CN1CCOCC1	.	-8.2	.	1.4	5.0	-10.5	3.2	-1.7
CCC(C)c1ccccc1N1CC(C(=O)Nc2ccc(C)c(S(=O)(=O)N3CCOCC3)c2)CC1=O (stereo not given)	13.9	.	-25.9	.	.	-10.9	1.6	13.5
CCOC(=O)c1[nH]c(C)c(C(=O)NCc2ccc(OC)cc2)c1C	2.4	.	-6.2	4.0	-0.2	-5.3	1.5	2.9
Cn1ncc([N+](=O)[O-])c1C(=O)Nc1ccc(-c2ccccc2)cc1	.	-3.5	.	12.8	1.0	-6.1	-15.6	-17.6
CN=c1scc(C)n1/N=C/c1ccc(O)c(O)c1O	.	17.5	.	-1.7	-11.5	6.1	33.3	.
COc1cc2oc(=O)cc(-c3ccc(-c4ccc(CO)cc4)cc3)c2c(OC)c1OC	2.3	25.0	26.1	-3.7	1.0	0.2	-8.1	-18.5
CC(=O)Nc1ccc(NC(=O)CSc2nnc(NC(=O)c3cccc(F)c3)s2)cc1	-41.1	1.2	-3.5	2.2	-2.1	.	2.3	-138.2
COc1ccc(NC(=S)NCc2ccc3c(c2)cc(C)n3C)cc1	-0.8	23.3	-0.7	0.0	1.7	.	29.3	18.5
CC=Cc1ccc2n(c1=O)C[C@H]1[C@H](CO)[C@@H](C(=O)NCC3CC3)[C@@H]2N1Cc1ccccc1F (mixture of isomers)	-13.9	-12.5	-18.0	-5.4	0.4	7.2	11.5	15.0
CC1CCCN(S(=O)(=O)c2ccc([N+](=O)[O-])cc2)C1 (stereo not given)	10.2	.	10.6	0.7	0.7	-6.8	-0.3	-18.2
COCCCNc1ncnc2c1cnn2-c1ccc(C)cc1C	-9.2	2.4	11.9	-0.7	-0.9	7.9	-3.2	.
COc1ccc(C(CCN2CCCC(C)C2)c2c(OC)cc(OC)c3c2OC(=O)CC3c2cc(OC)c(OC)c(OC)c2)cc1 (stereo not given)	.	-7.1	.	0.3	-0.8	-15.0	11.0	.
COc1ccc(NC(=O)N2C[C@H](O)COC[C@@H]3O[C@H](CC(=O)NCc4ccccc4OC)CC[C@H]32)cc1	-5.8	-0.9	2.8	-2.5	0.7	10.7	4.7	6.1
O=C(c1ccc(F)cc1)N1C[C@@H]2[C@H](c3ccccc31)[C@H](CO)N2C(=O)c1ccc(F)cc1	4.8	4.0	6.3	5.1	4.0	-11.3	2.1	-5.0
CCOC(=S)SCC(=O)N1CCc2cc(OC)ccc2C1C1C(=O)CCCC1=O (stereo not given)	-6.1	.	-7.3	-0.9	1.3	.	-2.3	45.5
Cc1ccc(-c2nsc(SCC(=O)NCC3CCCO3)n2)cc1 (stereo not given)	-32.3	-3.8	0.4	.	.	.	2.1	-4.3
Cc1noc(C)c1NC(=O)N(C)C[C@H]1OCCCC[C@H](C)Oc2ccc(NC(=O)c3ccccc3)cc2C(=O)N([C@H](C)CO)C[C@@H]1C	2.6	2.8	-4.7	1.0	-2.9	.	-0.3	-0.1
CCOC(=O)c1cnn(-c2ccccc2)c1NC(=O)c1ccccc1	.	-3.3	.	1.3	1.1	.	-3.2	.
Cc1ccc(NC(=O)C2CC(=O)N(c3ccc4c5c(cccc35)CC4)C2)cc1 (stereo not given)	.	-18.7	.	1.9	-2.6	-2.0	.	-5.7

Compound activity as filed in PubChem BioAssay.
